Screening data as filed in PubChem BioAssay.
CHO-K1 Ca PAM – M1 PAM counterscreen hit in parental CHO-K1 cells; 360,000 tested, 0.02% active; activation, % at 3 µM; AID 602247; ATP EC20, Fluo-8 calcium fluorescence; 0% at ATP EC20, 100% at ATP max;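 active means activation above the run cutoff, the mean activation of all test compounds plus 3 SD, cut at about 40% in these data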;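 further: peak over basal fluorescence ratio in a 140 s read after ATP addition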
CHO-K1 Ca antag – M1 antagonist counterscreen hit in parental CHO-K1 cells | ATP-induced calcium, Fluo-8 fluorescence | inhibition, % at 3 µM | 360,000 tested, 0.6% active | AID 602250;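 active means inhibition above a per-plate cutoff, the plate's mean sample inhibition plus 3 SD, cut at about 24% in these data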;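 further: 0% = DMSO plus EC80 ATP and 100% = DMSO alone without ATP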
CHO-K1 Ca ag – counter-screen for M1 agonists: effect in parental CHO-K1 cells; activation, % at 3 µM; Fluo-8 calcium fluorescence; scaled to maximal ATP response, vehicle zero; 360,000 tested, 0.48% active; in the data active means activation above about 15%;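 further: untransfected CHO-K1 host cells lacking M1 receptor as counterscreen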
V1R ag counter – activates human V1a receptor in oxytocin agonist counter-screen; P37288; CHO-V1R cells, Fluo-8 calcium fluorescence, agonist mode; 0% DMSO, 100% 3 nM vasopressin; activation, % at 3 µM; 320,000 tested, 0.25% active;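 active means activation above the mean activation of all tested compounds plus 3 SD, per screening run, cut at about 20% in these data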;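 further: signal is peak over basal fluorescence ratio across a 100 second FLIPR read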
TAAR1 antagonist – human TAAR1 antagonism | Q96RJ0 | CHO RD-HGA16 TAAR1, Fluo-8 calcium fluorescence, antagonist | inhibition, % at 3 µM | 360,000 tested, 1.5% active | AID 624466;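 active means inhibition above a per-plate cutoff, the mean inhibition of test compounds on that plate plus 3 SD, cut at about 49% in these data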;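 further: 0% = DMSO plus EC80 beta-PEA response and 100% = DMSO alone without agonist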
Target sequence (Q96RJ0 whole entry, looked up): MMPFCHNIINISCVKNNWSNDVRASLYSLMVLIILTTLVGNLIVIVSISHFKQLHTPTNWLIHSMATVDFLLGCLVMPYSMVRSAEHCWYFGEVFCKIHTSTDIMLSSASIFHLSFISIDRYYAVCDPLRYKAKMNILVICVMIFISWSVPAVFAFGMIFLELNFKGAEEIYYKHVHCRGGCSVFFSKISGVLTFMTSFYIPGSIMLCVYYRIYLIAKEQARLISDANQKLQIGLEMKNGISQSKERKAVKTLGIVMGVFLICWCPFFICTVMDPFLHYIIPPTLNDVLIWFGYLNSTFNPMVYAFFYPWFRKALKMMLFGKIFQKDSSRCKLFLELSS
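Material: RD-HGA16 CHO cells with stable hTAAR1 and Gα16; Dosing: single nominal final test compound concentration of 3 µM; Schedule: seeding 17-24 h prior, 75-min 37 °C, 30-min RT dye loading; Detection: kinetic Fluo-8 calcium fluorescence measurement; Measure: % inhibition from peak post-agonist over basal fluorescence ratio; Benchmarks: vehicle and agonist controls.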
OXTR potentiate – potentiates the human oxytocin receptor response; P30559; CHO-OTR cells, Fluo-8 calcium fluorescence, potentiator mode; 0% = oxytocin EC15, 100% = EC100; activation, % at 3 µM; 320,000 tested, 0.061% active; AID 2445;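 active means activation above that plate's cutoff, the mean activation of tested compounds plus 3 SD, cut at about 6.6% in these data, passing the limit was not always enough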;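 further: 100% uses oxytocin at 75 nM as the full agonist control; some results filed as inactive read as strong as hits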
Target sequence (P30559 whole entry, looked up): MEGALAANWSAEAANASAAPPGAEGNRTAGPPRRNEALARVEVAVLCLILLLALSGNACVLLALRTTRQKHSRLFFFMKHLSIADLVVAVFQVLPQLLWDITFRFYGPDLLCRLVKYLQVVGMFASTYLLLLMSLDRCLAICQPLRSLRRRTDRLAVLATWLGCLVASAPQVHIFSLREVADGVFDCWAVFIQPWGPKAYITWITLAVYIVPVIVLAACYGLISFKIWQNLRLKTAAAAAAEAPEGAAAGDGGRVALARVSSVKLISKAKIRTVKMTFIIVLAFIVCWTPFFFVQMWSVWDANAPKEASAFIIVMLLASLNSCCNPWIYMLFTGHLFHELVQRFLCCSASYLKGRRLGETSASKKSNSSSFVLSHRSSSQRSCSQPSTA
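Assay system: CHO cell line stably expressing human OTR. Reagent: EC15 oxytocin agonist. Dosing: single dose, 3.0 µM nominal final compound concentration. Timing: compound 6 min at room temperature before oxytocin, 100 s read. Signal: kinetic Fluo-8 calcium fluorescence. Controls: oxytocin EC15 low and EC100 high.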
M1 ag – agonists of human M1 muscarinic receptor | P11229 | CHO-K1 hM1, Fluo-8 calcium fluorescence, agonist mode; 0% DMSO, 100% acetylcholine EC100 | activation, % at 3 µM | 360,000 tested, 0.33% active;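 active means activation above the run's mean compound activation plus 3 SD, cut at about 16% in these data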;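 further: peak over basal fluorescence ratio within a 140 s kinetic read after compound addition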
TAAR1 agonist – human TAAR1 agonism; CHO RD-HGA16 TAAR1, Fluo-8 calcium fluorescence; vehicle wells 0%, saturating PEA agonist 100%; activation, % at 3 µM; 360,000 tested, 0.99% active; AID 624467;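 active means activation above the mean activation of all test compounds in the run plus 3 SD, cut at about 38% in these data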
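System: CHO-derived RD-HGA16 cells with stable Gα16 and human TAAR1 / Times: 17-24 h plating, Fluo-8 75 min 37 °C, 30 min RT / Technique: calcium-sensitive Fluo-8 signal, excitation 470-495, emission 515-575 nm / Measure: % activation relative to PEA EC100 response / Benchmarks: DMSO and PEA EC100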
CHO parental Ca – signal in parental CHO cells, OX1R antagonist counter-screen | parental CHO-K1, ATP-induced calcium, Fluo-8 fluorescence | inhibition, % at 5.6 µM | 330,000 tested, 0.63% active | AID 463079;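 active means inhibition above that plate's mean sample inhibition plus 3 SD, cut at about 26% in these data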;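 further: 0% = ATP-challenged DMSO wells and 100% = DMSO wells without ATP; some compounds past the cut are filed as inactive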
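Material: Parental CHO cells | Reagent: ATP | Compound dosing: Single nominal dose of 5.6 µM per compound | Detection: Intracellular calcium via Fluo-8 no-wash fluorescent dye | Read-out: % inhibition of ATP-induced calcium mobilization | Benchmarks: Low control ATP plus DMSO, high control DMSO only | Replicates: Singlicate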
* marks the source's active call; other numbers are inactive results; · = no result given. An unsorted share of the library; 3.3% or so of the library scored in one or more.

SMILES	CHO-K1 Ca PAM	CHO-K1 Ca antag	CHO-K1 Ca ag	V1R ag counter	TAAR1 antagonist	OXTR potentiate	M1 ag	TAAR1 agonist	CHO parental Ca
COc1ccc(/C=C(/C(=O)N2CCCCC2C(=O)O)c2ccc(OC)c(OC)c2)cc1 (stereo unspecified)	4	-2	-0.6	-0.4	0	-5	4	-1	-16
S=c1nc2ccccc2c2nc(-c3ccccc3)[nH]n12	11	-11	1.5	4.5	-15	-10	0	3	-6
O=C(O)CSc1c2c(nc3cc(C(=O)N4CCOCC4)ccc13)CCCC2	-1	6	0.7	-0.2	-3	1	-4	8	-5
O=C(CONS(=O)(=O)c1ccc(Cl)cc1)NCCNc1ncc(C(F)(F)F)cc1Cl	15	9	5.2	8.6	6	-5	2	10	-8
O=C(NN=C1CCCCCC1)c1ccc(Cl)s1	-7	9	-0.9	·	-15	·	3	2	·
CC(C)N1CC(=O)N2CSCC2C1=O (stereo unspecified)	-13	-9	0.3	·	-17	·	·	3	·
CCOc1cccc(-c2nnc3n2N=C(c2cc(OC)ccc2OC)CS3)c1	2	-4	0.7	2.0	28	-7	-1	3	-11
Cc1nnc(N(Cc2ccco2)C(=O)c2ccc(C#N)cc2)s1	20	-13	1.1	0.4	9	-14	1	-1	-2
O=C(c1cnn2c1NC(c1ccc(Br)cc1)CC2C(F)(F)F)N1CCN2CCCC2C1 (stereo unspecified)	-1	-1	1.0	0.9	-38	-4	-8	13	-20
NC(=O)c1ccsc1NC(=O)COC(=O)c1c(F)cccc1Cl	3	-11	11	11	21	-5	3	19	-22
O=C(Nc1cccnc1)C1OCCc2ccccc21 (stereo unspecified)	13	-5	0.1	0.6	6	-3	-4	11	-9
CC(C)(C)c1ccc(COc2ccsc2C(=O)O)cc1	-8	7	-0.1	0.9	5	-9	-4	6	-12
CC(=O)N1CC(=O)N(OCc2ccccc2)C1c1ccc(Cl)cc1Cl (stereo unspecified)	14	-15	1.1	-0.3	-5	-8	-5	-1	-10
O=S(=O)(c1ccccc1)c1nc(-c2cccc(Cl)c2)oc1N1CCOCC1	12	-10	1.5	-0.6	-14	-2	0	0	-27
C[C@@H]1CN([C@@H](C)CO)C(=O)c2cc(Br)cnc2O[C@H]1CN(C)Cc1ccccc1C(=O)O	-3	0	0.1	·	-8	·	-2	2	·
COc1ccc(C(CC(=O)O)NC(=O)COc2ccc(C)cc2)cc1OC (stereo unspecified)	6	-5	0.1	1.1	-2	4	-3	6	2
O=C(CSc1ccc2ccccc2n1)c1ccc2c(c1)OCO2	-8	28*	-0.6	3.4	18	-6	-1	10	-11
CCCc1nnc(SCC(=O)N2CCCCC2C)n1CCCOC (stereo unspecified)	15	-24	0.5	0.4	-3	0	-2	3	-1
CN(c1ccccc1)S(=O)(=O)c1cccc(C(=O)NCc2ccccc2)c1	6	-10	6.4	4.3	26	-9	-2	3	-15
Cc1ccc(C(=O)O[C@H](C(=O)O)[C@H](OC(=O)c2ccc(C)cc2)C(=O)O)cc1	14	-9	0.3	0.8	7	-13	1	-1	10
Cc1cccc(NC(=O)C2CC(O)CN2C(=O)OCc2ccccc2)c1 (stereo unspecified)	11	-4	0.1	-0.1	10	-3	-3	4	-14
CCn1c(=O)n(CC)c2cc(N3CCCC3)c(NC(=O)c3ccccc3)cc21	31	-13	-0.5	-1.4	-38	-9	-6	-3	-25
Cc1cccc(-c2noc(CN(C(=O)C(c3ccccc3)c3ccccc3)C(C)C)n2)c1	25	0	6.3	2.4	2	-8	-5	2	69*
COc1ccc(CN(C)C(=O)c2ccc(Cl)c(S(=O)(=O)NCc3cccnc3)c2)cc1F	-4	-13	5.5	6.7	17	2	-3	5	-24
CCOC(=O)c1c(C)oc2c1c(C=NCCO)c(O)c1ccccc12	-4	-4	-0.5	·	8	·	-8	1	·

Filtered by structure, the compounds so far with an aryl thioether with sulfur outside any ring
SMILES	CHO-K1 Ca PAM	CHO-K1 Ca antag	CHO-K1 Ca ag	V1R ag counter	TAAR1 antagonist	OXTR potentiate	M1 ag	TAAR1 agonist	CHO parental Ca
O=C(O)CSc1c2c(nc3cc(C(=O)N4CCOCC4)ccc13)CCCC2	-1	6	0.7	-0.2	-3	1	-4	8	-5
O=C(CSc1ccc2ccccc2n1)c1ccc2c(c1)OCO2	-8	28*	-0.6	3.4	18	-6	-1	10	-11
CCCc1nnc(SCC(=O)N2CCCCC2C)n1CCCOC (stereo unspecified)	15	-24	0.5	0.4	-3	0	-2	3	-1

Other compounds.
SMILES	CHO-K1 Ca PAM	CHO-K1 Ca antag	CHO-K1 Ca ag	V1R ag counter	TAAR1 antagonist	OXTR potentiate	M1 ag	TAAR1 agonist	CHO parental Ca
CN1C(=O)/C(=C/c2cccc(Cl)c2)Sc2ccc(C(=O)NCc3cccnc3)cc21	11	-4	5.2	2.3	51*	-6	-3	10	-3
Cc1cc(=O)[nH]c2c(C)c(N)ccc12	12	9	3.0	-0.1	4	-1	-4	11	-4
Cc1ccc2nc(-c3ccc(NC(=S)NCC(C)(C)CN(C)C)cc3)sc2c1	21	-2	6.7	·	4	·	-4	1	·
COc1cc(OC)c(C(=O)Nc2ccc(S(=O)(=O)Nc3ncccn3)cc2)cc1OC	14	-9	0.4	0.2	4	7	-4	5	-13
S=c1[nH]nc(CCCc2n[nH]c(=S)o2)o1	-15	-4	-0.1	0.5	-5	-9	-1	3	-4
CCOC(=O)c1ccccc1NC(=O)COC(=O)CSCC(=O)Nc1cc(C)on1	-4	-8	1.5	-0.9	15	1	-4	4	-23
Oc1oc(-c2ccc(Br)cc2)nc1C=Nc1ccc(Br)cn1	-5	18	-0.6	0.1	6	3	-4	-1	6
CCN(C(=O)CSc1nc(-c2ccccc2)cn1N)c1c(N)n(Cc2ccccc2)c(=O)[nH]c1=O	-4	-11	0.8	-0.6	-15	-4	-1	0	-10
O=C(NNC(=S)NCc1ccc(Cl)cc1)c1cccnc1	-5	0	1.1	0.5	-18	-4	-1	6	-2
COc1cc(C(C)=O)ccc1COc1ccc(C(=O)OCC(N)=O)cc1OC	7	6	0.9	1.1	12	0	0	1	-7
COc1ccc2[nH]c(CN3CCC(n4nccc4NC(=O)C4CC4)CC3)c(C)c2c1	1	-4	0.1	1.8	-13	-1	-3	3	-16
O=C(Nc1ccccn1)c1ccc(Cl)c(S(=O)(=O)N2CCc3ccccc32)c1	6	-22	5.0	2.5	14	-8	-2	5	2
COc1ccccc1/C=C(\C)C(=O)c1c(C)cc(C)[nH]c1=O	-12	12	-0.2	0.8	-3	0	-2	-2	-9
O=C(NCC1COc2ccccc2O1)c1cc(S(=O)(=O)N2CCOCC2)ccc1F (stereo unspecified)	2	1	1.9	·	5	·	-4	2	·
CCSc1n[nH]c2nc3c(c(=O)n12)C1(CCCC1)Cc1ccccc1-3	29	-12	2.4	-0.1	2	-8	1	7	-1
CC(=O)c1c(C)n(C)c2ccc(O)cc12	3	1	-0.1	-0.3	-16	-11	-2	12	-6
Cc1ccc(CN2C(=O)C(F)(F)Oc3ccc(C)cc32)cc1	-3	-5	-0.6	·	-7	·	-4	-2	·
CCCCN(C(=O)CSc1cc(C)c2ccccc2n1)c1c(N)n(Cc2ccccc2)c(=O)[nH]c1=O	18	-14	0.6	1.6	-21	0	-5	0	-3
COC(=O)c1ccc(N2C(=O)CC(Sc3n[nH]c(C)n3)C2=O)cc1 (stereo unspecified)	-1	4	0.0	-0.5	-2	1	-2	1	-12
COc1cc(NC(=O)Cc2ccccc2)nc(OC)n1	-9	6	0.1	0.6	·	-9	-5	·	-4
N#Cc1c(NC(=O)c2cccnc2)sc2c1CCC2	11	-2	0.2	2.8	21	-11	-1	1	-5
Cc1ccc(C2=NS(=O)(=O)N(C)C(C(=O)Nc3ccc(F)cc3F)=C2)cc1	-6	9	9.8	5.9	10	-4	2	1	-3
Cc1cccc(Cn2c(=O)n(Cc3ccco3)c(=O)c3ccccc32)c1	12	-14	0.0	-1.5	4	-13	-1	7	-24
COc1ccc(Cl)cc1S(=O)(=O)N(C)CC(=O)NCCCn1ccnc1	14	-5	2.0	0.4	12	0	-6	0	-15
CC(O)(c1cccc(F)c1)c1nc(-c2cc3ccccc3o2)cs1 (stereo unspecified)	6	3	5.9	·	4	·	-1	2	·

(continued)
SMILES	CHO-K1 Ca PAM	CHO-K1 Ca antag	CHO-K1 Ca ag	V1R ag counter	TAAR1 antagonist	OXTR potentiate	M1 ag	TAAR1 agonist	CHO parental Ca
CCC(CC)NC(=O)CO/N=C/c1ccccc1OC(F)F	10	-10	-0.1	-0.1	1	-2	-10	3	-11
O=C(Nc1ccnn1C1CCN(Cc2cccc(OCCO)c2)CC1)C1CCOC1 (stereo unspecified)	0	-2	-0.1	0.6	-3	-5	-6	0	-9
O=C1CN(C(=O)COc2cccc(F)c2)c2ccccc2N1	·	·	·	-0.2	-4	-1	·	1	-3
Cc1ccc(C)c(S(=O)(=O)NCc2ccc3c(c2)OCO3)c1	-23	22	-0.1	·	-10	·	0	-2	·
CCOC(=O)c1c(NC(=O)CSc2nnc(CNc3ccc(F)cc3)o2)sc(C)c1C	-11	-21	-0.2	1.1	2	-12	0	2	-25
O=C(NC(=S)Nc1ccc(N2CCOCC2)cc1)c1cccc([N+](=O)[O-])c1	16	-5	0.7	-0.1	-16	-1	-3	8	-5
Cc1cccc(CCN2C(N(C)C)=NC[C@@H]2CC(C)C)c1	-7	-4	0.0	2.0	-8	2	-8	29	-12
Cc1ccc(S(=O)(=O)N2CCOCC2)cc1C(=O)OCC(=O)NC1CCCC(C)C1C (stereo unspecified)	12	-15	11	6.9	16	-7	-1	3	-22
O=C(COC(=O)CCC1CCCC1)Nc1ccc(F)cc1	-11	9	-0.1	0.7	-19	-2	-2	0	0
Cc1cccc(NC(=O)C(=O)N/N=C/c2ccncc2)c1	2	14	2.1	2.5	8	-10	-3	9	-7
Cc1ccc(F)cc1C(=O)N1CCOCC1c1cc(C(=O)NCc2ccccc2)no1 (stereo unspecified)	14	-9	2.8	·	-5	·	0	3	·
Cc1cccc(C(=O)Oc2ccccc2/C=N/Nc2ccc([N+](=O)[O-])cc2)c1	12	-9	0.3	0.2	15	-3	-4	4	0
CCOC(=O)CSc1nnc(C)n1N	10	-10	0.1	1.6	9	-8	-3	-2	8
CCCCNC(=S)N/N=C1\CCCCc2ccccc21	-2	14	-0.2	-0.4	12	-8	-9	-2	-13
Cc1cccc(NC(=O)CSc2nnc(-c3ccccc3Br)o2)c1C	11	2	0.6	-0.2	-11	0	-4	17	-16
CC(C)C1S/C(=N/N=C/c2cccs2)NC1=O (stereo unspecified)	20	-7	1.3	0.3	-22	-6	-4	11	-12
